From PubChem BioAssay
LAP4-GFP MLPCN: modulators of TOR pathway LAP4-GFP in S. cerevisiae; GFP response vs DMSO, % at 10 µM; 320,000 compounds, 0.34% hits; AID 2023; S. cerevisiae LAP4-GFP multiplex, flow cytometry GFP, 3 h; median GFP as percent of DMSO wells;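 active means GFP response vs DMSO above a set limit, about the screen mean plus 3 SD, cut at about 150% in these data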
CR mimetic SO: yeast age-related superoxide inhibition as caloric restriction mimetic; 330,000 compounds, 0.18% hits; S. cerevisiae aged cells, superoxide DHE fluorescence; active compounds read low; superoxide response (% of plate mean), % at 10 µM;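 active means superoxide response under a set limit, about three screen SD below normal, cut at about 65% in these data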;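 further: yeast aged for seven days with compound at 30 °C before DHE staining; 100% = average MFI of all compound-treated wells on the plate with controls excluded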
AHR act: activators of human aryl hydrocarbon receptor; P35869; AHR-responsive luciferase reporter cells, luminescence; activation, % at 5 µM; 320,000 compounds, 2.5% hits; AID 2796; in the data active means activation above about 47%;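 further: 0% = vehicle wells and 100% = reference agonist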
procasp7 counter: activates human procaspase-7, counter-screen for procaspase-3 activators | recombinant procaspase-7, Ac-DEVD-pNA absorbance 405 nm; D23A/D198A/D206A triple mutant, cannot self-cleave; scale: DMSO 0, 5 µM enzyme 100 | 330,000 compounds, 0.093% hits | activation, % at 8.5 µM | P55210 | AID 463210;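 active means percent activation above the screen-wide mean plus 3 SD, cut at about 25% in these data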
Target sequence (P55210 whole entry D23A/D198A/D206A): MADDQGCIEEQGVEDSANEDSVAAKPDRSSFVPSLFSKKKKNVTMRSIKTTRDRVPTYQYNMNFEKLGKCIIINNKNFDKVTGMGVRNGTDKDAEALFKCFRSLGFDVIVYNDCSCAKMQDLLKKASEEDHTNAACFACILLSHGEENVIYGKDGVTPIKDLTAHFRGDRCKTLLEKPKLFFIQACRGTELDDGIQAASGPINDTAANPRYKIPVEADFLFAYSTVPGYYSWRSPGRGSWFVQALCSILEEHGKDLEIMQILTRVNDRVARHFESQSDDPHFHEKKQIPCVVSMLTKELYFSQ
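System: Procaspase-7 triple mutant (PC-7 D3A); measure: % activation from two-timepoint absorbance difference, scaled to controls; times: 1 h compound preincubation, 2 h substrate cleavage, 25 °C; also added: Ac-DEVD-pNA substrate, 400 µM as added; measured by: Epi-absorbance of released pNA at 405 nm, two timepoints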
JMJD2C inh: inhibitors of human GASC-1 (JMJD2C) demethylase | AID 2099 | Q9H3R0 | inhibition, % at 2.35 µM | 330,000 compounds, 0.069% hits | GST-JMJD2C(1-420) H3K9me3 demethylation, DELFIA europium;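 active means more than half of a compound's replicate wells show inhibition beyond 50%, single wells judged on their own value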;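 further: signal counts dimethyl H3K9 product captured on neutravidin plate; 0% = median of DMSO wells and 100% = 0.3 times that DMSO median; strong numbers were not always called active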
Target sequence (Q9H3R0 1-420 limits assumed): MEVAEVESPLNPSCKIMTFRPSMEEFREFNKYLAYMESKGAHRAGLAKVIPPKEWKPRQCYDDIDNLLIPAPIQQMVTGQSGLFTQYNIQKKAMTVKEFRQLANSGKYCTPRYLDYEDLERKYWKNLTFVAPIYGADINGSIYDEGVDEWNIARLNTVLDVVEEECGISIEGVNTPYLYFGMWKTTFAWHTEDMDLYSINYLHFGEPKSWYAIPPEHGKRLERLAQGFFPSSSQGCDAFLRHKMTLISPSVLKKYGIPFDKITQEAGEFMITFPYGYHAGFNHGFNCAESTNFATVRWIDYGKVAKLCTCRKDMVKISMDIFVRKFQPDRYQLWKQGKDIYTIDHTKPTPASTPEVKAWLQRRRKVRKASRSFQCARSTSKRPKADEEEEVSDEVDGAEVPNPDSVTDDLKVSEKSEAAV
RPL19A TOR yeast: modulators of TOR pathway RPL19A-GFP in S. cerevisiae. 330,000 compounds, 0.3% hits. percent response vs DMSO, % at 10 µM. S. cerevisiae RPL19A-GFP strain, flow cytometry, 3 h; active compounds read low;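 active means percent response vs DMSO below 50%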;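 further: median channel GFP fluorescence of the barcoded RPL19A-GFP strain; ratio of sample median GFP to plate DMSO average so 100% = DMSO; lower means less RPL19A-GFP as with rapamycin TOR inhibition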
MEP2-GFP yeast: yeast TOR pathway MEP2-GFP modulation; S. cerevisiae MEP2-GFP strain, flow cytometry GFP, 3 h; 100% = DMSO control level; GFP response vs DMSO, % at 10 µM; 330,000 compounds, 0.51% hits; AID 2016;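 active means GFP response versus DMSO above a set limit, roughly screen mean plus 3 SD, cut at about 180% in these data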;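 further: median GFP fluorescence of the barcode-gated MEP2-GFP cells per well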
proCasp3 act: activates human procaspase-3. P42574. recombinant procaspase-3 D3A, Ac-DEVD-pNA absorbance 405 nm. activation, % at 8.5 µM. 330,000 compounds, 0.11% hits. AID 463141;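 active means activation above the mean of all tested compounds plus 3 SD, cut at about 21% in these data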;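 further: 0% = DMSO alone and 100% = DMSO wells spiked with extra 5 µM PC-3 D3A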
Target sequence (P42574 whole entry D9A/D28A/D175A): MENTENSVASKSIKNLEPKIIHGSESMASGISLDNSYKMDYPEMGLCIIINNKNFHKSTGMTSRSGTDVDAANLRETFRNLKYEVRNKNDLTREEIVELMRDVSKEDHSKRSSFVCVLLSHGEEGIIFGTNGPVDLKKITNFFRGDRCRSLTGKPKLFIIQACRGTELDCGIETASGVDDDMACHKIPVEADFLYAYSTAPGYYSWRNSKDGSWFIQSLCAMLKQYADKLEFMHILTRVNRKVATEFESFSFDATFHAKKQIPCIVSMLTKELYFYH
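assay system = Procaspase-3 D3A mutant | signal = absorbance at 405 nm, 0 and 120 min | times = 1 h preincubation plus 2 h reaction at 25 °C | repeats = single replicate | read-out = % activation between DMSO and enzyme-spiked controls | medium = Zinc-free HEPES saline buffer with Triton X-100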
An asterisk follows results filed as active; nt = not tested or not shown; & = joins results of further samples; [ ] = dose if it differs, or a comment. This is a random part of the collection; about 3.8% have a hit in one of these screens.

SMILES	LAP4-GFP MLPCN	CR mimetic SO	AHR act	procasp7 counter	JMJD2C inh	RPL19A TOR yeast	MEP2-GFP yeast	proCasp3 act
O=C(O)CN(c1ccc2c(c1)OCCO2)S(=O)(=O)c1ccccc1	109	92	1	-11	-4	107	110	2
COc1ccc(CCN2C(=NC(=O)CC(C)C)SC3CS(=O)(=O)CC32)cc1OC (stereo not drawn)	98	114	0	-3	13	95	101	1
Nc1cc(C(=O)OCC(=O)N2CCCC2=O)ccc1Cl	113	100	2	3	4	99	103	1
CS(=O)(=O)Cc1ccc(C(=O)NC(c2ccccc2)c2ccccc2)cc1	100	101	0	16	-44	104	99	-7
CC(=O)c1cc(C#N)c(Oc2cc(C)cc(C)c2)nc1C	119	82	13	-1	0	103	102	0
CC(Sc1nnc(Cc2cccs2)n1C1CCCCC1)C(=O)N1CCc2ccccc21 (stereo not drawn)	107	90	-2	-3	12	99	98	4
CO/N=C/c1ccc(Oc2ccc(C)cc2)c([N+](=O)[O-])c1	107	87	2	3	0	98	99	7
Cc1cccc(Cl)c1NC(=S)NN	92	87	6	-19	16	92	86	-3
CCCOc1ccc(CSCCNC(=S)Nc2ccccc2)cc1	95	109	90*	9	15	96	94	3
O=C(O)c1cc2ncc(-c3[nH]ncc3[N+](=O)[O-])cn2n1	77	77	3	-3	20	86	86	3
COc1ccc(C(=O)Nc2ccc(OCC(=O)N3CCOCC3)cc2)c(OC)c1OC	102	98	0	1	-9	100	100	1
Cc1cccc(OCCn2c(S(=O)(=O)O)nc3ccccc32)c1	75	101	-1	-4	-4	116	94	3
COc1cc(-c2cc(C(=O)O)c3c(OC)c(OC)c(OC)cc3n2)ccc1O	100	127	-2	-1	9	99	109	-6
Cn1c(SCC(=O)Nc2ccccc2)nc2ccccc2c1=O	101	94	nt	nt	1	97	101	nt
Cn1ncc(Cl)c1C(=O)Nc1nnc(C2CC2)s1	94	108	12	2	-4	98	102	6
COc1ccc(C2=NOC(C(=O)NCCN3CCOCC3)C2)cc1 (stereo not drawn)	91	101	3	4	164	93	92	15
Cc1ccc(N(C)S(=O)(=O)c2cccc(C(=O)Oc3ccc4c(C)cc(=O)oc4c3)c2)cc1	93	91	1	15	-3	100	103	13
O=C(Nc1ccc(S(=O)(=O)N2CCOCC2)cc1)c1nn(-c2ccc(F)cc2)ccc1=O	94	108	-1	8	6	89	110	0
CC(C)(C)c1ccc(C(=O)NC(=O)COC(=O)CCS(=O)(=O)c2ccccc2)cc1	90	93	1	13	-1	96	91	3
Cn1c(=O)c(=O)n(C)c2cc(S(=O)(=O)NCc3ccc(Cl)cc3)ccc21	96	84	3	4	-30	102	102	0
Cc1ccc(NS(=O)(=O)c2ccc3c(c2)n(C)c(=O)n3C)cc1	96	94	3	15	0	102	103	5
N#CCC(=O)N/N=C1\CCCCC1C1CCCCC1 (stereo not drawn)	105	76	6	-8	20	112	117	-10
CCCCn1c(N)c(N(CCOC)C(=O)c2cc3c(s2)CCC(C)C3)c(=O)[nH]c1=O (stereo not drawn)	115	111	3	4	-74	100	95	4
Cc1ccc(OCC(=O)Nc2cccc(C)n2)c(C)c1	107	113	18	4	13	98	100	-4
COc1ccc(OC)c(N(C)S(=O)(=O)c2ccc3c(c2)N(C(C)=O)CCO3)c1	94	111	3	1	4	97	100	-7
CCOC(=O)c1cnc(SC2CC(=O)N(c3ccc(C)cc3)C2=O)nc1N (stereo not drawn)	101	97	1	-22	3	105	98	-13
COc1cccc(/C=C2\Oc3ccc(O)cc3C2=O)c1O	78	111	6	-25	-17	102	101	-16
FC(F)Oc1ccc(NC(=S)NC23CC4CC(CC(C4)C2)C3)cc1	97	89	1	0	1	94	94	-7
COc1ccc(-c2csc(N3C(=N)SCC3=O)n2)cc1	97	104	10	12	8	103	109	3
Cc1cc(-c2ccco2)c(C#N)c2nc3ccccc3n12	116	69	-11	-2	-4	59	104	-12
Cc1cc(C)nc(SCc2ccc(C(=O)N/N=C/c3ccccc3C(=O)O)cc2)n1	99	102	6	8	-3	98	98	1
[O-][n+]1onc2c1CCC(=N/O)/C2=N\Nc1ccccc1	118	112	40	-12	-3	96	100	-2
Cc1nc(CCNC(=O)Cc2ccccc2)cs1	103	112	3	2	6	103	106	6
CC1=NN(C2=NS(=O)(=O)c3ccccc32)C(C)(O)C1 (stereo not drawn)	98	102	6	-3	-4	107	100	-6
Cc1ccsc1-c1nc(C(N)=O)c2[nH]c(=O)n(-c3ccc(Cl)cc3)c2n1	102	98	12	-2	-7	99	93	-5
COc1cc(C2NC(=O)NC(C)=C2C(=O)OC(C)C)ccc1OC(=O)c1ccco1 (stereo not drawn)	104	107	4	4	-1	99	102	6
COc1ccc(OC)c(C2SCCN2S(C)(=O)=O)c1 (stereo not drawn)	113	100	0	-1	-15	104	104	4
OCCCNC(=S)Nc1ccc(Oc2ccccc2)cc1	100	94	-4	-2	-8	106	102	-7
O=C1CCC/C=C/C[C@@H](CC(=O)N(CCO)Cc2ccccc2)C(=O)NC[C@@H](c2ccccc2)O1	119	102	-2	6	3	96	102	2
CC(C)(C)c1ccccc1OCCCCCn1ccnc1	102	104	21	2	4	94	95	-4
O=C(NC1(O)C(=O)c2ccccc2C1=O)c1ccccc1	93	136	5	-12	18	101	98	-2
COc1ccc(-c2nc(CC(=O)Nc3cccc(S(=O)(=O)NC4=NCCC4)c3)cs2)cc1	102	101	2	-10	nt	100	105	-3
Cn1c(-c2ccc(F)cc2)cnc1SCC(=O)NCc1ccco1	101	102	-1	-5	-6	99	102	7
O=C(COC(=O)c1ccc(O)cc1)NC1CCCC1	104	105	1	-3	-4	108	117	1
C1CCc2c(nc3nnnn3c2N2CCOCC2)C1	108	106	3	6	-5	108	105	-2
Cc1cc(OCCN2CCC(Cc3ccccc3)CC2)ccc1[N+](=O)[O-]	98	92	1	1	2	109	104	8
O=C(C1=C[C@@H](c2ccc(Br)cc2)C[C@@H](OCc2ccc(CO)cc2)O1)N1CCN(Cc2ccccc2)CC1	122	95	-1	-12	4	97	88	9
COC(=O)CNC(=O)Cn1cnc2sc(C)c(S(=O)(=O)N3CCN(c4ccccc4OC)CC3)c2c1=O	82	108	0	6	6	93	115	0
O=C(C1CCCN(C2CC(=O)N(c3ccc(F)cc3)C2=O)C1)N1CCCC1 (stereo not drawn)	69	97	nt	nt	2	101	97	nt
CCOC(=O)CSc1nc2c(sc(=S)n2-c2ccc(OCC)cc2)c(=O)[nH]1	98	105	1	5	-6	100	104	-1

More compounds follow.
SMILES	LAP4-GFP MLPCN	CR mimetic SO	AHR act	procasp7 counter	JMJD2C inh	RPL19A TOR yeast	MEP2-GFP yeast	proCasp3 act
COc1ccc(C(=O)OCC(=O)NCCN2C(=O)CSC2=O)cc1	94	108	0	6	18	89	93	-3
COC(=O)Nc1nc(Sc2ncc(C(F)(F)F)cc2Cl)n[nH]1	91	128	11	-2	6	105	98	-1
O=C(NC1CCCCC1)c1cc([N+](=O)[O-])ccc1N1CCOCC1	103	79	0	2	-61	106	112	-17
CCC1C(=O)N(c2nc(C)cc(C)n2)N=C1C (stereo not drawn)	97[may fluoresce violet]	86	-1	-3	6	15*[may fluoresce violet]	180*[may fluoresce violet]	6
Cn1c(=O)c([N+](=O)[O-])c(NC2CCS(=O)(=O)C2)c2ccccc21 (stereo not drawn)	108	115	0	0	-21	105	112	-8
O=C(COc1ccc(NC(=O)c2cccs2)cc1)c1ccc(F)cc1	87	96	3	1	-6	99	96	1
N#CC1=C(N)Oc2cc(O)ccc2C1c1ccc(Br)s1 (stereo not drawn)	100	100	nt	nt	-1	101	110	nt
O=C(N/C(=C\c1ccccc1)C(=O)N1CCOCC1)c1cccc(Br)c1	99	75	41	3	34	107	108	7
CCn1c(=S)[nH]c2nc3c(cc2c1=O)CCCC3	100	105	9	5	1	101	104	-2
Nc1cc(=O)[nH]c(SCC(=O)Nc2ccc(S(=O)(=O)N3CCCCC3)cc2)n1	98	107	-2	0	0	99	101	-1
COCCNC(=S)N/N=C/c1c(C)[nH]c2ccccc12	94	97	48*	8	1	100	99	-1
O=C(NCCc1ccc(C(F)(F)F)cc1)C1CCC(=O)N(CCc2cccc(F)c2)C1 (stereo not drawn)	97	105	-2	11	6	96	100	8
Cc1ccc(-c2nnc(CCC(=O)NCC3C4CC5CC(C4)CC3C5)o2)s1 (stereo not drawn)	99	113	0	12	0	102	107	1
CC1(C)CC(=O)C2=C(C1)OC(N)=C(C#N)[C@@]21C(=O)N(CC(N)=O)c2ccccc21	102	83	0	-5	-5	98	102	3
COc1ccc(/C=N/N(Cc2ccccc2)c2ccccc2)cc1O	97	102	16	-5	-9	93	91	-11
O=C(Nc1ccc(N2CCOCC2)nc1)c1ccc(F)cc1	98	113	-6	-3	-1	103	101	-9
CN1CCN(C(=O)C2CCN(c3ncnc4c3nc3n4CCCCC3)CC2)CC1	111	88	2	2	-3	99	100	-4
CCOc1ccc2nc(SCC(=O)NC3CCS(=O)(=O)C3)[nH]c2c1 (stereo not drawn)	97	106	1	14	2	92	98	13
Cc1c(C(=O)/C=C/N(C)C)nnn1-c1ccc(Cl)c(Cl)c1	101	97	-1	0	11	95	99	2
Cc1nc2scc(-c3ccccc3)c2c(=O)o1	109	113	-1	5	4	91	102	2
CC(C)(C)OC(=O)[C@H](Cc1ccccc1)NC(=O)c1nc[nH]c1C(=O)NC1CCN(C(=O)OC(C)(C)C)CC1	nt	nt	-1	-1	-19	nt	nt	4
COc1ccc(Oc2ccc(C(F)(F)F)cc2NC(=O)c2ccc(C)cc2)cc1	112	97	15	1	-11	101	95	2
CC(=O)C(Cc1ccccc1)NC(=O)COC(=O)CCN1C(=O)C2CC=CCC2C1=O (stereo not drawn)	89	99	2	8	-4	89	92	-2
O=C(Nc1ccccc1)c1ccc(NCC2CCCO2)c(S(=O)(=O)N2CCOCC2)c1 (stereo not drawn)	85	93	12	10	0&2	97	98	10
O=C1NC(c2cccc([N+](=O)[O-])c2)=CCN1c1ccccc1O	106	119	4	0	0	100	96	7
Cc1cc(NC(=O)c2sc3ccccc3c2O)no1	83	89	nt	nt	6	118	111	nt
N#Cc1cc(S(=O)(=O)N2CCOCC2)ccc1N1CCOCC1	95	95	-2	-1	29	83	96	7
O=C1C2CCCCN2C(=O)N1CCCCN1CCN(c2ccc([N+](=O)[O-])cc2)CC1 (stereo not drawn)	107	101	9	-7	-17	104	103	-4
CC(=O)Nc1ccc(/C=C(\C#N)C(=O)NC2CCCCC2)cc1	85	101	3	5	4	92	82	-4

Among those listed so far, four have a COOH group.
SMILES	LAP4-GFP MLPCN	CR mimetic SO	AHR act	procasp7 counter	JMJD2C inh	RPL19A TOR yeast	MEP2-GFP yeast	proCasp3 act
O=C(O)CN(c1ccc2c(c1)OCCO2)S(=O)(=O)c1ccccc1	109	92	1	-11	-4	107	110	2
O=C(O)c1cc2ncc(-c3[nH]ncc3[N+](=O)[O-])cn2n1	77	77	3	-3	20	86	86	3
COc1cc(-c2cc(C(=O)O)c3c(OC)c(OC)c(OC)cc3n2)ccc1O	100	127	-2	-1	9	99	109	-6
Cc1cc(C)nc(SCc2ccc(C(=O)N/N=C/c3ccccc3C(=O)O)cc2)n1	99	102	6	8	-3	98	98	1
